# Source: PubChem BioAssay (National Center for Advancing Translational Sciences (NCATS))
# IMPase Li cell: qHTS Assay for Identifying the Cell-Membrane Permeable IMPase Inhibitors: Potentiation with Lithium; CHO-M1 cells, IP1 TR-FRET (IP-One), carbachol + lithium; Potency, µM (doses to about 59.4 µM), inactives show at the highest dose activity, negative = IMPase inhibition, actives largely listed as inhibitors; hit rate 0.35% among 210,000; AID 1457, 2008;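 further: IP1 builds up when IMPase is blocked and the TR-FRET signal falls; potency means the concentration at half of the fitted maximal effect; plate controls were basal vehicle for no effect and high inhibitor control for full effect; nearly all actives have a fitted effect of over 50% in size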
#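 Test compounds were applied to CHO-M1 cells previously cultured for 16–30 h at 2000 per well. A small lithium amount accompanied them; after 30 min at 37C, IP1 was quantified by TR-FRET.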
# Epigenetic derep: Quantitative High-Throughput Screen for Regulators of Epigenetic Control. murine LDR cells, GFP reporter derepression, 30 h. hit rate 0.2% among 280,000. Potency, µM (top dose mostly 53.9 µM), inactives show at the highest dose GFP activation, usual class: activators; further: potency means the concentration at half of the fitted maximal effect; % of control where 0% means no effect; nearly all actives have a fitted effect of over 60% in size
#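 Derepression of a silenced CMV-GFP reporter in murine LDR cells is scored by enumerating GFP-positive cells with a laser-scanning microplate cytometer after 30 hours of treatment at 37 C.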
# CBFb RUNX1 block: qHTS Assay for Compounds Blocking the Interaction Between CBF-beta and RUNX1 for the Treatment of Acute Myeloid Leukemia | AlphaScreen CBFb-His/RUNX1-biotin binding, biochemical | 230,000 tested, under 10 active | Runt-related transcription factor 1 (Homo sapiens) + Core-binding factor subunit beta … | Potency, µM (series often up to 59.8 µM), inactives show at the top dose activity, negative = inhibition, hits mostly inhibitors; further: % of control where 0% means no effect
#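 Compounds were screened at multiple concentrations against a preformed CBF-beta(His)/RUNX1(biotin) complex (30 nM of each) for 15 min at room temperature, followed by 90 min with nickel and streptavidin beads and AlphaScreen reading.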
# KinaseGlo FLuc: Counterscreen for Luciferase (Kinase-Glo TM) Inhibition. Kinase-Glo luciferase, ATP luminescence, 8 min. Luciferin 4-monooxygenase (Photuris pensylvanica), Q27757. hit rate 0.28% among 200,000. Potency, µM (top dose mostly 38.3 µM), without a hit: at the top dose activity change, negative = inhibition, most hits filed as inhibitors; further: potency means the concentration at half of the fitted maximal effect; on the % scale 0 is the no-effect control and ±100 the full control effect; nearly all actives have a fitted effect of over 60% in size
#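 Compounds were added to a substrate mix at pH 7.2 (50 mM imidazole, 10 uM ATP, within the enzyme's linear range), followed by Kinase-Glo detection reagent; luminescence was measured after 8 minutes at ambient temperature.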
# NPSR antagonist: qHTS Assay for Antagonists of the Neuropeptide S Receptor: cAMP Signal Transduction; Q6W5P4; CHO-NPSR cells, cAMP TR-FRET, antagonist mode; Potency, µM (top dose mostly 38.3 µM), without a hit: at the top dose activity change, negative = inhibition, most hits filed as inhibitors; hit rate 1% among 220,000; AID 1461, 2008; further: potency means the concentration at half of the fitted maximal effect; on the % scale 0 is the no-effect control and ±100 the full control effect; nearly all actives have a fitted effect of over 50% in size; many of its hits are not listed in these tables
# Target sequence (Q6W5P4 whole entry, looked up): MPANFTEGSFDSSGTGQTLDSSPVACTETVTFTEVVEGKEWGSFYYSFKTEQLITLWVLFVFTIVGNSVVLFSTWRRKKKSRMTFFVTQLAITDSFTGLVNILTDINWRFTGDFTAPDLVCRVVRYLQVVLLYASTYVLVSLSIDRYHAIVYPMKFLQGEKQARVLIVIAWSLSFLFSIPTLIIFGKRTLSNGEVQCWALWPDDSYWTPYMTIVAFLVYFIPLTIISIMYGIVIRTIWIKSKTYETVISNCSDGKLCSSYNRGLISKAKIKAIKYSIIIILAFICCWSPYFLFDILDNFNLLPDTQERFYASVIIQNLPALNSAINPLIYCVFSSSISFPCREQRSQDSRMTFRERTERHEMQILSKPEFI
# GLA spleen mod: qHTS Assay for Inhibitors and Activators of Human alpha-Galactosidase From Spleen Homogenate; human spleen homogenate, 4MU-alpha-Gal fluorescence, 40 min; Potency, µM (doses to about 80 µM), for inactives: at the highest dose activity change, negative = inhibition, hits mostly inhibitors; hit rate 0.008% among 240,000; AID 2107, 2009;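 further: potency means the concentration at half of the fitted maximal effect; 0% = enzyme with vehicle and -100% = no enzyme basal signal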
# Target sequence (P06280 32-429 limits assumed): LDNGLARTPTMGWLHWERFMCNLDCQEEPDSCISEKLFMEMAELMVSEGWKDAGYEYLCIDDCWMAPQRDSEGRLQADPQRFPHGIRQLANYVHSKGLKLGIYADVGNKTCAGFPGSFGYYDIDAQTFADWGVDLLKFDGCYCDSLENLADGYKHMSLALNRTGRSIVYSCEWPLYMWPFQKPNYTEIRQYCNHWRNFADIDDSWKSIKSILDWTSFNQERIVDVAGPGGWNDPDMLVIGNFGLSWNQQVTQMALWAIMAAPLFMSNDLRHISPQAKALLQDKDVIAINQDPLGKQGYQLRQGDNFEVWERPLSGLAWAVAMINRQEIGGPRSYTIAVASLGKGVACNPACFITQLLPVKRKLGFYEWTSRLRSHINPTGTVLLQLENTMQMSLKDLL
#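 Human spleen homogenate (1 ug) as enzyme source, 4-methylumbelliferyl-alpha-D-galactopyranoside 1 mM final, citrate/phosphate pH 5.0 with 0.01% Tween-20. Compounds 40 min at 37C, NaOH/glycine stop; fluorescence Ex 365/Em 440, Hill-fit AC50.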
# Lamin A splicing: qHTS Assay for Modulators of Lamin A Splicing | HeLa LMNA splicing GFP/RFP minigene ratio, 48 h | Potency, µM (highest dose often 46.1 µM), for the others: top-dose ratio change, negative = inhibition, hits mostly inhibitors | hit rate 0.01% among 200,000 | AID 1487, 2009; active means well fitted inhibition curve with a large enough effect in the signal ratio, with a control signal flat, not every such curve was filed as active; inconclusive means small, poorly fitted or top-dose-only effect, or effect the other way, or a change in a side signal; the % refers to the signal ratio; further: potency means the concentration at half of the fitted maximal effect; on the % scale 0 is the no-effect control and ±100 the full control effect
#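 S3 HeLa stable clones carrying a lamin A-EGFP splicing minigene plus DsRed2 were seeded at 600 cells/well in Opti-MEM with 2% FBS, pin-dosed and incubated 48 h at 37°C. Acumen cytometry (488 nm) gave the GFP/RFP total-intensity ratio.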
# Active calls of the source: *; ? = inconclusive; · = not tested or not shown; & = joins results of further samples; [ ] = another dose, or the depositor's remark. Unless noted, the call rests on the fitted dose curve; in most records, active means well fitted curve in the direction sought with a large enough effect; inconclusive means small, poorly fitted or top-dose-only effect, or another doubt; inactive means no such curve, though single readings can be large; an effect the other way counts as inactive or inconclusive. Some of the compounds tested; rates above refer to the full screens.
canonical_smiles,IMPase Li cell,Epigenetic derep,CBFb RUNX1 block,KinaseGlo FLuc,NPSR antagonist,GLA spleen mod,Lamin A splicing
CCc1ccc(CN2CCN(C(=O)c3cccc(OC)c3OC)CC2)cc1,5%,0.0%,-1%,1%,16%[46.1 µM],-16%,?
CC1=C(C(N)=O)C(c2ccccc2)n2nc(-c3ccncc3)nc2N1 (stereo not given),-7%[38.3 µM],1.1%,3%,-1%,-7%[46.1 µM],4%,-2%
CCCCSc1nc(C)nc2c1c(=O)n(C)c(=O)n2C,36%[38.3 µM],2.7%,15%,-1%,1%[46.1 µM],-3%,-7%
CCOc1ccc(-c2cnc3n2CCC3)cc1,5%[38.3 µM],-0.2%,-3%,-2%,-13%[46.1 µM],-11%,29%
Nc1cc2c(cc1[N+](=O)[O-])OCCOCCOCCO2,3%,0.0%,-6%,0%,15%,-9%,·
O=C(CSc1ncccn1)NN=C1CCCCCC1,-3%,0.0%,1%,-1%,15%,-10%,-13%
COc1ccc(-c2noc(N3CCC(C(=O)N4CCN(c5ccccn5)CC4)CC3)n2)cc1,20%[38.3 µM],0.6%,-6%,-5%,-24%[46.1 µM],4%,?
C=CCN(CC=C)C(=O)C1CC(=O)N(c2ccc(Br)cc2)C1 (stereo not given),-9%[38.3 µM],0.4%,-2%,-6%,-9%[46.1 µM],1%,?
CC(C(O)c1ccc(O)cc1)N1CCC(Cc2ccccc2)CC1 (stereo not given),13%&21%&11%,-1.2%&2.6%&0.0%&-2.2%,-5%&23%&-2%&5%&3%,-1%&-1%,?,-5%&-2%&5%&-3%&-12%,?
C=CCN1C(=O)C(Cc2ccc(OCC)cc2)SC1=Nc1ccc(C(=O)O)cc1 (stereo not given),-2%,1.0%,1%,-1%,-15%,-5%,-5%
O=C(CCC(=O)N1CCN(S(=O)(=O)c2ccccc2)CC1)c1cccs1,-3%[38.3 µM],-0.8%,-3%,3%,-7%[46.1 µM],-1%,4%
Cn1ncc([N+](=O)[O-])c1C(=O)Nc1ccc(-c2nc3ccccc3[nH]2)cc1,33%[38.3 µM],1.3%,-1%,4%,-7%[46.1 µM],1%,2%
CSc1nc(N(C)NC(=O)c2ccc(F)cc2)c2ccccc2n1,4%,-7.2%,2%,1%,12%[46.1 µM],3%,?
N#Cc1cc(-c2ccccc2)nc(NN)n1,·,-1.6%,?,·,0%,3%,·
CCOC(=O)c1cc2c(=O)n3ccccc3nc2n(C(C)C)c1=NC(=O)c1c(-c2ccccc2Cl)noc1C,15%,14%,-1%,3%,-30%,5%,?
COc1ccc(C(=O)N2CCN(c3ccc(C)cc3)CC2)cc1OC,4%[38.3 µM],0.7%,-8%,-2%,3%[46.1 µM],3%,-9%
CN(C(=O)c1cccs1)c1ccc(OCC(=O)N2CCC(C(N)=O)CC2)cc1,-2%,1.1%,-3%,-2%,10%,0%,·
CC(C)c1ccc(CN2CCN(C(=O)CCl)CC2)cc1,5%,1.8%,16%,-3%,-15%,6%,·
Cc1ccsc1C(=O)OC1CCOC1=O (stereo not given),18%[38.3 µM],0.0%,4%,-1%,11%[46.1 µM],9%,6%
Cc1cc2c(n1-c1ccc(Cl)cc1)CC(C)(C)CC2=O,39%[38.3 µM],-0.1%,-10%,-2%,-22%[46.1 µM],-1%,10%
Cc1nnc(SCC(=O)Nc2nsc(-c3ccc(C(C)(C)C)cc3)n2)s1,-14%[38.3 µM],0.7%,-5%,-3%,-21%[46.1 µM],4%,-7%
COCCNS(=O)(=O)c1cc(Br)ccc1OC,-17%[38.3 µM],-0.2%,0%,-3%,-4%[46.1 µM],-8%,10%
Cn1c(CN2CCCCC2)nc2cc([N+](=O)[O-])ccc21,1%,0.0%,4%,-4%,7%,-6%,·
Cc1cc(-c2ccco2)n(-c2ccccc2)n1,4%[38.3 µM],4.0%,-10%,-4%,-22%[46.1 µM],3%,9%
C=C(C)CNC(=S)NNC(=O)c1ccc(Br)cc1,20%,-1.0%,2%,1%,8%,-3%,2%
COc1ccc(NC(=O)c2ccc(CN3CCN(c4ccccc4)CC3)cc2)cc1,20%[38.3 µM],1.0%,-1%,-5%,-5%[46.1 µM],7%,-12%
O=C(O)c1ccc2cccc(O)c2n1,·,2.2%,-15%,·,-8%,-7%,3%[46 µM]
Cc1ccc(-n2c(=O)[nH]cc(C(=O)Nc3ccc4c(c3)OCCO4)c2=O)cc1,3%[38.3 µM],-0.5%,-1%,1%,-14%[46.1 µM],3%,2%
O=C(Nc1ccccc1C(=O)Nc1ccccc1C(=O)NCc1ccco1)c1ccco1,31%[activator][38.3 µM],11%,-2%,1%,-19%[46.1 µM],1%,-6%
Cn1nc(C(F)(F)F)cc1-c1ccc(/C=C(\C#N)C(=O)c2cccc(C(F)(F)F)c2)s1,·,0.0%,9%,·,-6%,10%,?
CC1(C)CC(=O)c2cc(C(=O)NNc3ccccc3)c(=O)n(-c3ccccc3)c2C1,-6%,0.2%,-7%,-2%,-25%,9%,·
COCCNc1nc(C)nc2c1nc(-c1ccccc1)n2CCN(C)C,-6%,-0.5%,10%,-3%,·,0%,·
Cc1nn(CCCC(=O)Nc2cc(Oc3ccc(F)cc3)cc([N+](=O)[O-])c2)c(C)c1[N+](=O)[O-],18%,-1.0%,3%,9%,-57%,-2%,?
Nc1cc(=O)[nH]c(SCC(=O)Nc2ccc(S(=O)(=O)N3CCCCC3)cc2)n1,9%,-1.1%,-14%,3%,-14%,-6%,5%[46 µM]
O=C(NN1CCOCC1)c1cnn2c(C(F)F)cc(-c3ccccc3)nc12,-4%,7.7%,-6%,-1%,-29%,-1%,·
C/C(=C1/C(=O)N(c2ccc([N+](=O)[O-])cc2)N=C1c1ccccc1)N(C)C,13%[38.3 µM],-1.0%,-10%,-6%,-10%[46.1 µM],10%,?
CCN(CCCNC(=O)C1CCN(S(=O)(=O)c2cnc[nH]2)CC1)c1ccccc1,24%[38.3 µM],0.9%,-3%,1%,-6%[46.1 µM],-9%,12%
O=C1COc2ccc(C(=O)COC(=O)c3ccc4ccccc4n3)cc2N1,-8%[38.3 µM],-0.8%,10%,1%,-13%[46.1 µM],7%,-5%
CCN(c1cccc(C(F)(F)F)c1)S(=O)(=O)c1ccc2c(c1)CCN2C(=O)C1CC1,19%,-1.1%,17%,1%,-27%[46.1 µM],1%,?
CCOC(=O)Cc1cnc(NC(=O)CSc2nc(N)cc(N)n2)s1,10%,-1.1%,19%,-10%,6%,6%,-15%[9.22 µM]
NCCCCCNC(=O)/C=N\O,-7%[38.3 µM],-1.1%,8%,9%,7%[46.1 µM],-1%,5%
COc1ccc(Cl)cc1NC(=O)CN(C)Cc1ccc(OC)c(OC)c1,1%,-1.9%,2%,0%,-30%,-9%,·
CC1(OC(=O)C2CCCC2)C(=O)C=C2C=C(c3ccsc3)N(CCc3c[nH]c4ccccc34)C=C2C1=O (stereo not given),14%,3.2%,?,-7%[7.66 µM],-31%,-6%[17.5 µM],?
O=C(Nc1ncc(Cc2cccc(Cl)c2Cl)s1)c1ccc([N+](=O)[O-])cc1,8%[38.3 µM],-3.4%,0%,-2%,5%[46.1 µM],-14%,-12%
Cc1cccc(-n2cc[nH]c2=S)c1,-1%,-2.8%,-2%,3%,21%,8%,9%
O=C(Nc1ccccc1C(=O)N1CCOCC1)c1noc2c1CCCC2,15%[38.3 µM],-2.1%,-2%,0%,-6%[46.1 µM],6%,-4%
COc1ccc(-c2[nH]ncc2CN2CCN(Cc3cccs3)CC2)c(F)c1,14%,0.0%,2%,-2%,-8%,1%,-2%[46 µM]
O=S(=O)(Nc1ccc(C(F)(F)F)cn1)c1ccccc1,·,-1.0%,4%,·,15%,-2%,·
CC(=O)OC(COC1C[C@@H]2CC[C@@]1(C)C2(C)C)C[N+]1(C)CCCCC1 (stereo not given in full),·,-0.2%,7%,·,0%,-4%,·
CCOC(=O)c1ccc(NC(=O)c2cccc(S(=O)(=O)N3c4ccccc4CC3C)c2)s1 (stereo not given),15%,0.0%,1%,5%,-56%,-3%,?

# Next structures follow.
canonical_smiles,IMPase Li cell,Epigenetic derep,CBFb RUNX1 block,KinaseGlo FLuc,NPSR antagonist,GLA spleen mod,Lamin A splicing
CCCCNCc1cc(OCC)c(OCC(N)=O)cc1Br,32%[38.3 µM],-1.0%,3%,-3%,7%[46.1 µM],0%,16%
CCS(=O)(=O)c1ccc(O)c(NC(=O)CCCC(=O)O)c1,·,0.0%,13%,·,8%,0%,·
COc1ccc(O)c(C2(O)C(=O)c3ccccc3C2=O)c1,·,-3.2%,2%,·,1%,1%,·
CC(NC(=O)COc1ccccc1F)C1CC2CCC1C2 (stereo not given),3%,1.3%,11%,3%,-18%,6%,14%[9.22 µM]
CC(C)Cc1nc(N2CCN(C(=O)c3ccccc3)CC2)c(C#N)c2c1CCC2,20%[38.3 µM],0.8%,1%,0%,2µM*,5%,?
S=C(NCCc1ccc(Cl)cc1)NC1CCCC1,8%,1.1%,0%,0%,-17%,2%,?
Cc1cccc(NS(=O)(=O)c2cccc([N+](=O)[O-])c2)n1,6%,1.1%,1%,0%,0%,-2%,?
COc1ccc(-c2nc(CS(=O)(=O)CC(=O)Nc3ccc(Cl)cc3)c(C)o2)cc1,?,0.8%,0%,-1%,-18%[46.1 µM],0%,?
CSc1ccccc1C(=O)N1CCN(c2ncccn2)CC1,8%,6.0%,8%,2%,-2%,1%,?
Cc1noc(C)c1/C=N/Nc1ccc2ccccc2n1,15%,-1.3%,-10%,0%,-12%,8%,·
O=C(C1CCN(c2ncnc3c2sc2cccc(F)c23)CC1)N1CCCC1,·,-1.0%,-4%,·,10%,-14%,·
